Screens deposited in PubChem by several laboratories.
HIF-2a inh – HIF-2a reporter inhibitors, primary screen, luminescence, 786-0 RCC cells | inhibition, % at 18.8 µM | 786-0 RCC cells HIF-2a reporter, luciferase luminescence, overnight | actives 0.72% (n = 360,000);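 active means inhibition of the luminescence signal of 40% or more relative to plate controls, in a single-dose primary screen at 18.75 µM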
iPSC survival up – enhancers of single-cell hiPSC survival, primary screen, ATPlite luminescence; 100% = ROCK inhibitor wells, 0% = DMSO; survival enhancement, % at 20 µM; actives 0.044% (n = 360,000); AID 602274, 2012; in the data active means survival enhancement above about 18%;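 further: cells exposed to compounds for 16 hours before the ATP read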
Peg3 prom inh – Peg3 promoter-driven luciferase inhibitors, primary screen, cell-based, HeLa, luciferase luminescence. HeLa PEG-Prom luciferase reporter, overnight. inhibition, % at 20 µM. actives 1.7% (n = 360,000). AID 588405, 2011;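 active means inhibition of at least 50% at 20 µM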
NR2E3 ag-1 – inhibitors of NR2E3-RetCOR corepressor binding, primary screen, NR2E3 agonist project, biochemical, TR-FRET, GST-NR2E3, biotin-RetCOR | Photoreceptor-specific nuclear receptor (Homo sapiens), Q9Y5X4 | 1536-well | inhibition of corepressor binding, % at 4.78 µM | actives 0.12% (n = 320,000) | AID 2300, 2010;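 active means percent inhibition above the cutoff of mean plus 3 SD of all tested compounds, set per screening campaign, cut at about 20% in these data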;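 further: 0% = DMSO wells and 100% = biotin wells as full block of FRET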
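Material: NR2E3–RetCOR corepressor complex / Incubation: Compound–protein incubation for 5 h at 4 °C / Dosing: compound at 4.8 µM, single dose / Detection: time-resolved FRET / Benchmarks: high control biotin, low control 0.6% DMSO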
HTR2A ag – mouse Htr2a agonists via beta-arrestin recruitment, primary screen, cell-based, luminescence. 5-hydroxytryptamine receptor 2A (Mus musculus), P35363. CHO-K1 mHTR2A beta-arrestin complementation; percent of 30 µM serotonin response. activation, % at 7.6 µM. actives 0.66% (n = 360,000). AID 624169, 2012;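 active means activation above a run cutoff, the mean activation of all tested compounds plus 3 SD, cut at about 14% in these data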;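 further: 0% = plate median of compound wells and 100% = 30 µM serotonin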
Target sequence (P35363 whole entry, looked up): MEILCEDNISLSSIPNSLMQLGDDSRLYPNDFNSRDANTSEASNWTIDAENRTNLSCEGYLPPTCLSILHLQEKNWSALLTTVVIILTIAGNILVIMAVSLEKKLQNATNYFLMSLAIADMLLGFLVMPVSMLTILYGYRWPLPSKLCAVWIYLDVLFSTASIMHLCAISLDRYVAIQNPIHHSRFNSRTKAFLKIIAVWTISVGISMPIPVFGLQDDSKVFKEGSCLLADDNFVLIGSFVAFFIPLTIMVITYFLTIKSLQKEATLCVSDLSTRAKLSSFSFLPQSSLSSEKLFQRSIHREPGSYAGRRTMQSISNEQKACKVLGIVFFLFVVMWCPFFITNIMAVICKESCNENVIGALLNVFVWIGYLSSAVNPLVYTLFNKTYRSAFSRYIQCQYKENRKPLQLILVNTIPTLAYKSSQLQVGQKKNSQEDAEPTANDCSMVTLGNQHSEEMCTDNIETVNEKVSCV
Cardio protect – cardioprotection against H2O2-induced cell death, primary screen, uHTS, H9c2 cells, ATPLite luminescence. H9c2 cardiomyocytes, H2O2 injury protection, 2 h. protection from H2O2 cell death, % at 20 µM. actives 0.63% (n = 360,000). AID 588492, 2011;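 active means compounds giving at least 50% protection of heart cells from peroxide-induced death in the single-dose screen, raw or plate-pattern-corrected value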;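 further: 0% = DMSO wells with peroxide and 100% = DMSO wells without peroxide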
NR2E3 ag-2 – NR2E3 agonists in two-hybrid cells, primary screen, cell-based, luminescence, CHO-S, Gal4-NCOR/VP16-NR2E3. luciferase. inhibition of corepressor binding, % at 3.98 µM. AID 602229, 2012. actives 0.35% (n = 360,000);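 active means inhibition above the mean of all tested compounds plus 3 SD, cut at about 70% in these data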;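 further: 0% = DMSO with NR2E3 transfected cells and 100% = cells lacking NR2E3 construct; higher means lower luciferase signal from less NR2E3 corepressor binding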
CaV13 FRET inh – Primary screen for inhibitors of IQ motif and Ca2+-dependent inactivation inhibitor domain binding in CACNA1D, Förster resonance energy transfer in living cells, … | HEK cells, CFP/YFP FRET ICDI-IQ, plate reader, 10 min; percent FRET-ratio fall versus neutral wells | inhibition, % at 12.3 µM | actives 0.098% (n = 340,000) | AID 743397;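 active means mean replicate inhibition of at least 30% and at least 1% of replicates passing that level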;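 further: 0% = median of the neutral control wells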
TRPM1 prom inh – inhibitors of MITF-dependent TRPM1 promoter reporter, primary screen, cell-based, SK-MEL-5, single point, luciferase; SK-MEL-5 TRPM1 promoter luciferase, 24 h; inhibition, % at 12.5 µM; actives 0.83% (n = 330,000); AID 488899, 2010;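 active means mean inhibition across replicates of 60% or more, whatever share of single replicates reaches that level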; further: values of inactives mirror those of a sister screen read the other way
PDI turbidity – inhibitors of human PDI, primary screen, biochemical, turbidity, single point, plate reader; PDI insulin aggregation turbidity, A650, 90 min; inhibition, % at 10 µM; actives 0.052% (n = 350,000);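 active means mean inhibition across replicates of 30% or more, whatever share of single replicates reach that level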;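 further: absorbance from insulin aggregation driven by PDI reduction with DTT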
Target sequence (P07237 whole entry, looked up): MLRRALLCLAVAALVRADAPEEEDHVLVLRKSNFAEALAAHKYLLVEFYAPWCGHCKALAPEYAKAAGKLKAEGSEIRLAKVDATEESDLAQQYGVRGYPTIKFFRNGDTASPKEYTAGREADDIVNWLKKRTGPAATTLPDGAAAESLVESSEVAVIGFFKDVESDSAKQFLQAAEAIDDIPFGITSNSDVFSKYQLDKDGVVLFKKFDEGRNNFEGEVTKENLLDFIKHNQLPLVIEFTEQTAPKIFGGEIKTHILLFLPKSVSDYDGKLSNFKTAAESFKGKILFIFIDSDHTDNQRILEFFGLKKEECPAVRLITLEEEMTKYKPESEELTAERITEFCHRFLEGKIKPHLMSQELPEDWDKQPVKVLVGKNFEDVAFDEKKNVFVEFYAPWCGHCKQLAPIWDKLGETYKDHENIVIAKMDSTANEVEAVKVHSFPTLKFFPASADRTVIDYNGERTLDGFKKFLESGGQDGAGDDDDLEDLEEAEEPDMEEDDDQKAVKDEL
Shn3 inh set2 – reduction of Shn3 3'UTR firefly luciferase signal, primary screen, Schnurri-3 inhibitor project, cell-based, Clone20 osteoblasts, set 2 | inhibition, % at 12.5 µM | Clone20 osteoblast Shn3 3'UTR firefly luciferase, 24 h | actives 0.52% (n = 360,000);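 active means mean inhibition of at least 75% with every replicate also reaching 75%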;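 further: 0% = median of neutral control wells and 100% = pilot-screen positive control compound; some compounds past the cut are filed as inactive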
* marks the source's active call; other numbers are inactive results; nt = no result given.

SMILES | HIF-2a inh | iPSC survival up | Peg3 prom inh | NR2E3 ag-1 | HTR2A ag | Cardio protect | NR2E3 ag-2 | CaV13 FRET inh | TRPM1 prom inh | PDI turbidity | Shn3 inh set2
COc1ccc(OC)c(CCNC(=O)Cn2cccc2C(=O)c2ccccc2C)c1 | 19 | -2.3 | 13 | 1 | -2 | 2 | -4 | -6 | -7 | 9 | 17
CCO[C@H]1OC(C(=O)NCc2ccccc2)=C[C@@H](c2ccc(C(F)(F)F)cc2)[C@@H]1CCCO | 20 | -0.5 | 17 | 7 | -6 | -6 | 5 | -11 | 6 | 1 | 24
COc1ccc2oc(C(=O)Nc3nc4ccc(S(C)(=O)=O)cc4s3)c(C)c2c1 | -30 | -0.5 | -40 | -3 | 11 | 18 | 9 | -5 | -18 | -8 | -2
CCCc1cc(=O)oc2c(C)c3occ(C)c3cc12 | 13 | -1.8 | 25 | -4 | -1 | -6 | -8 | -5 | 8 | -6 | 20
O=S(=O)(Oc1ccc(Cl)cc1)c1cccc2cccnc12 | -67 | 1.4 | -34 | -1 | 1 | 12 | -16 | -4 | nt | 1 | -3
Cc1ccc(/C=C2/Sc3ccccc3N(CC(=O)NCCCOC(C)C)C2=O)cc1 | -32 | 0.8 | -31 | -3 | -1 | -4 | -5 | -9 | -30 | 7 | -14
c1ccc(-n2nnc(-c3nccs3)n2)cc1 | -229 | -0.2 | -257 | 7 | -1 | -6 | -88 | -4 | -77 | -3 | -58
Cc1n[nH]c(C)c1S(=O)(=O)N1CCCC(C(=O)NCC2COc3ccccc3O2)C1 (stereo not given) | 16 | 3.7 | 13 | 0 | -2 | 13 | -30 | nt | -1 | 7 | 6
CCc1ccc(Oc2nc([N+](=O)[O-])nn2C)cc1 | -1 | -0.6 | -16 | 1 | 2 | -5 | 33 | -4 | -6 | -3 | 5
COc1ccc(C(=O)Nc2c(N)nc(SCC(=O)N3CCCCCC3)[nH]c2=O)cc1OC | 7 | 4.5 | 1 | -3 | 1 | 13 | -3 | -6 | nt | nt | -2
Cc1noc(C)c1COC(=O)CCc1nc2ccccc2s1 | 1 | 0.5 | -2 | -2 | -2 | -1 | -6 | -4 | -10 | 1 | -16
COc1ccc2nc(NC(=O)C3CC(=O)N(c4ccc5c(c4)OCCO5)C3)sc2c1 (stereo not given) | -21 | -0.2 | -28 | nt | -9 | -7 | -29 | -7 | -10 | 3 | -11
Cc1nc2sc(C(c3ccco3)N3CCN(c4cccc(Cl)c4)CC3)c(O)n2n1 (stereo not given) | 4 | 1.8 | 13 | 1 | 7 | -1 | -18 | -6 | 8 | -3 | 13
COC(=O)c1cc(NC(=O)CC2SC(=Nc3ccccc3)N(CCc3c[nH]c4ccccc34)C2=O)cc(C(=O)OC)c1 (stereo not given) | 17 | 1.9 | 25 | 3 | 6 | -1 | 2 | nt | 20 | 2 | 49
CN1CCN(c2ccc(NC(=O)c3ccccc3Br)cc2)CC1 | -184 | 4.7 | -159 | 0 | -3 | 3 | -63 | -2 | -60 | -4 | -57
COc1cc2c(cc1O)[C@@H]1Cc3cc(OC)c(OC)cc3C(C2)N1C | -4 | -0.7 | -26 | 1 | -3 | 5 | 0 | -4 | -1 | 5 | 5
CCOc1ccc(S(=O)(=O)N2CCOCC2)cc1NC(=O)CN1C(=O)NC(C)(c2ccc(C)cc2)C1=O (stereo not given) | 9 | -0.5 | 12 | nt | 12 | 8 | -18 | -4 | 0 | 4 | -1
CCOC(=O)Cc1cc(=O)n2[nH]c(C)c(-c3ccc(Cl)cc3)c2n1 | 8 | -0.7 | 31 | 5 | -2 | 22 | 19 | -8 | 15 | 2 | -4
C[C@@]12C(=O)Nc3cc(F)c(F)cc3C(=O)N1[C@H]1c3ccccc3OC[C@@H]1[C@@H]2c1ccccc1 | 22 | -2.6 | 23 | nt | 5 | -6 | 3 | -10 | -4 | -4 | 26
O=C(/C=C/c1ccco1)NC(=S)Nc1cccc([N+](=O)[O-])c1 | -58 | 0.3 | -7 | 0 | 0 | -2 | -5 | -4 | -7 | 1 | -9
O=Cc1cn(-c2ccccc2)nc1-c1ccccc1 | -156 | 0.3 | -72 | 3 | -2 | 5 | -44 | -4 | -42 | -4 | -35
S=C(NCCc1ccccc1)NCc1cccc(Cl)c1 | -71 | -0.2 | -64 | 1 | -5 | -5 | -30 | nt | -20 | -7 | -14
O=C(NCC1(N2CCCCC2)CCCCC1)c1ccc(NS(=O)(=O)c2ccccc2)cc1 | 10 | 3.7 | -9 | 0 | -13 | -5 | -1 | -6 | 3 | 0 | -8
Cc1ccc(-n2c(SCC(=O)N3CCOCC3)nc(O)cc2=O)cc1 | 5 | -0.2 | 6 | nt | -2 | -1 | 14 | nt | 7 | 1 | -1
CC(=O)Cn1c(CN2CCCCC2)nc2ccccc2c1=O | 8 | -0.3 | 6 | 0 | -4 | -4 | 1 | -4 | 12 | 4 | 26
CCOC(=O)c1oc2ccc(Cl)cc2c1NC(C)=O | 1 | -0.3 | 0 | -3 | 1 | -4 | 9 | 3 | 0 | 5 | 7
CCCn1c2ccccc2c2cnn(CC(=O)NC3CCC(C)CC3)c(=O)c21 (stereo not given) | 4 | 0.2 | 16 | -2 | 2 | -5 | 9 | -2 | 4 | -7 | -4
CCc1nnc(NS(=O)(=O)c2ccc(NCc3cc(Br)ccc3O)cc2)s1 | 14 | -0.4 | 9 | 3 | 4 | 1 | -25 | nt | -5 | 4 | -4
CCCCNC(=O)CSc1nc2ccccc2n1S(=O)(=O)c1ccc(Cl)cc1 | -31 | -1.3 | -20 | 2 | 1 | 16 | -9 | -3 | 3 | -6 | -16
N/C(=N\N=C/c1ccc(Br)cc1)N/N=C\c1ccc(Br)cc1 | -17 | 0.6 | 102* | -5 | -1 | -17 | -16 | 0 | -5 | 0 | 11
Cc1cc2oc(C(=O)N3CCN(Cc4ccccc4)CC3)c(C)c2cc1C | -208 | -0.2 | -119 | 1 | -5 | 1 | -64 | -5 | -10 | 2 | -14
O=C(NCCc1cccc(C(F)(F)F)c1)C1CCC(=O)N(Cc2ccc(Cl)cc2)C1 (stereo not given) | -24 | -0.5 | 6 | 3 | -7 | -2 | -9 | -4 | -5 | 8 | 13
CCN1C(=O)c2cccc3c(S(=O)(=O)N4CCNCC4)ccc1c23 | 5 | 4.9 | -12 | nt | 0 | 12 | 4 | -9 | 5 | 3 | -3
COc1ccc(C(=O)/C=C/C(=O)N(CC(=O)NCCC(C)C)Cc2cccs2)c(O)c1 | 96* | -2.5 | 105* | nt | 0 | -25 | 4 | -1 | 84* | -13 | 98*
NC(=O)Cn1cnc2nc3n(c2c1=O)CCC3 | 17 | -0.7 | 17 | 3 | -1 | 4 | -23 | 1 | 3 | 3 | -1
CC1CCN(C(=O)C2CCN(S(=O)(=O)c3cccs3)CC2)CC1 | -83 | 0.3 | -62 | 2 | 3 | -4 | -33 | -3 | -16 | -4 | -20
Cc1ccccc1C(=O)NCCN1CCC(n2c(=O)[nH]c3ccccc32)CC1 | -4 | -1.0 | nt | nt | -9 | nt | 10 | -7 | nt | nt | nt
COc1ccc(C(=O)NC[C@H]2O[C@@H](n3cnc4c(N)ncnc43)[C@H](O)[C@@H]2O)cc1OC | 21 | -1.5 | -5 | nt | -6 | 10 | -20 | -6 | nt | nt | -14
CC(NC(=O)c1ccc(F)cc1F)C1CC2CCC1C2 (stereo not given) | 3 | -0.2 | 7 | 7 | 4 | -1 | 21 | -5 | 1 | -4 | 6
Cc1cc(=O)[nH]c(-n2ncc(C#N)c2N)n1 | 9 | 0.2 | 19 | 2 | 1 | 0 | -21 | -6 | -2 | 1 | -3
C=CCOc1ccc(Br)cc1CNC(C)(C)C | 10 | -0.7 | 4 | -1 | -3 | 6 | 12 | -5 | 12 | 1 | 1
CCOc1cc(/C=C2/SC(=S)N(CC3CCCO3)C2=O)ccc1O (stereo not given) | -46 | 1.5 | -105 | -4 | 1 | 0 | 1 | -27 | -17 | 9 | -4
COc1ccccc1N1CCN(/N=C/c2ccccc2C(=O)O)CC1 | -7 | 0.3 | -2 | -1 | 4 | -4 | -55 | -18 | 2 | 4 | 5
CCOC(=O)CN1C(=O)S/C(=C/c2ccco2)C1=O | 7 | 0.0 | -15 | -1 | 6 | -3 | -8 | -4 | 7 | -2 | -1
COc1cc(CC(=O)NC(c2ccccc2)c2ccccc2)cc(OC)c1OC | 13 | 1.7 | 19 | 0 | 8 | 2 | -22 | -5 | 4 | 3 | 25
Cc1ccc(SCCC(=O)Nc2nccs2)cc1 | -41 | 0.7 | -25 | 0 | 0 | -7 | 4 | -1 | -27 | -6 | nt
NC(=O)CN1C(=O)C(=O)N(Cc2ccc(F)cc2)C1=O | 9 | 1.5 | -6 | -4 | 8 | 2 | -16 | -3 | 7 | -1 | -18
c1ccc(Oc2nc(-c3ccccn3)nc3ccccc23)cc1 | -80 | -0.1 | 11 | -1 | 1 | -5 | -40 | -21 | nt | -6 | -26
COc1ccc(CNC(=O)N2CCN(S(=O)(=O)c3ccccc3F)CC2)cc1 | -2 | 0.1 | 1 | 3 | -1 | 2 | -14 | -3 | -6 | -1 | 1
CC1(C)Cc2c(sc(NC(=O)c3ccc(C(=O)c4ccccc4)cc3)c2C(N)=O)C(C)(C)N1 | 25 | -0.5 | 83* | 3 | 0 | 6 | -36 | -6 | 39 | 4 | 36
CCN(C(=O)COC(=O)c1ccco1)c1c(N)n(Cc2ccccc2)c(=O)[nH]c1=O | 11 | -0.2 | -2 | -6 | 6 | 2 | 17 | -2 | -1 | 0 | -16
COc1ccc(C(=O)NCc2ccc(Cl)c(Cl)c2)cc1OC | 21 | -1.7 | 20 | -1 | 0 | -1 | 7 | -6 | -1 | 0 | 8
Cc1ccc(C(C)C)c(OCCCNCc2cccnc2)c1 | 18 | -1.8 | 6 | -3 | -3 | -11 | 18 | -5 | 10 | 13 | 48
